Bioassay records (PubChem BioAssay)
GASC-1 inh – inhibitors of human GASC-1 (JMJD2C) demethylase. Q9H3R0. GST-JMJD2C(1-420) H3K9me3 demethylation, DELFIA europium. inhibition, % at 2.35 µM. 330,000 tested, 0.069% active. AID 2099;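 active = more than half of a compound's replicate wells show inhibition beyond 50%, single wells judged on their own value; inconclusive = some, but no more than half, of replicates pass 50% inhibition; inactive = no replicate passes 50% inhibition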;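 also: signal counts dimethyl H3K9 product captured on neutravidin plate; 0% = median of DMSO wells and 100% = 0.3 times that DMSO median; strong numbers were not always called active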
ZTA counter – ZTA (EBV) inhibition in EBNA-1 counter-screen; ZTA-DNA binding, fluorescence polarization; AID 2234; 320,000 tested, 0.15% active; P03206; inhibition, % at 11 µM; in the data active = inhibition above about 33%
Target sequence (P03206 whole entry, looked up): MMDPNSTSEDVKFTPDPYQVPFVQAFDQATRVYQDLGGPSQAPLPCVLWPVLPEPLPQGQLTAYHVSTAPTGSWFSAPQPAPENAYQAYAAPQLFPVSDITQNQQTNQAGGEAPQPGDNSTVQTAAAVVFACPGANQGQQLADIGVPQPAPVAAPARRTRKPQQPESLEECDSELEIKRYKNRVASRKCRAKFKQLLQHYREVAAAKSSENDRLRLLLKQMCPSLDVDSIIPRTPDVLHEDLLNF
CR mimetic SO – caloric restriction mimetics inhibiting age-related superoxide in yeast | S. cerevisiae aged cells, superoxide DHE fluorescence; stronger effect = lower value | superoxide response (% of plate mean), % at 10 µM | 330,000 tested, 0.18% active | AID 2690;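 active = superoxide response under a set limit, about three screen SD below normal, cut at about 65% in these data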;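 also: yeast aged for seven days with compound at 30 °C before DHE staining; 100% = average MFI of all compound-treated wells on the plate with controls excluded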
PP5 primary – blocks human protein phosphatase 5 activity. purified PP5c, OMFP substrate fluorescence. inhibition, % at 6.7 µM. 320,000 tested, 0.18% active;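 active = inhibition above the campaign's mean inhibition across all tested compounds plus 3 SD, cut at about 9.5% in these data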;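 also: 0% = DMSO only and 100% = 100 µM cantharidin control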
Target sequence (P53041 whole entry, looked up): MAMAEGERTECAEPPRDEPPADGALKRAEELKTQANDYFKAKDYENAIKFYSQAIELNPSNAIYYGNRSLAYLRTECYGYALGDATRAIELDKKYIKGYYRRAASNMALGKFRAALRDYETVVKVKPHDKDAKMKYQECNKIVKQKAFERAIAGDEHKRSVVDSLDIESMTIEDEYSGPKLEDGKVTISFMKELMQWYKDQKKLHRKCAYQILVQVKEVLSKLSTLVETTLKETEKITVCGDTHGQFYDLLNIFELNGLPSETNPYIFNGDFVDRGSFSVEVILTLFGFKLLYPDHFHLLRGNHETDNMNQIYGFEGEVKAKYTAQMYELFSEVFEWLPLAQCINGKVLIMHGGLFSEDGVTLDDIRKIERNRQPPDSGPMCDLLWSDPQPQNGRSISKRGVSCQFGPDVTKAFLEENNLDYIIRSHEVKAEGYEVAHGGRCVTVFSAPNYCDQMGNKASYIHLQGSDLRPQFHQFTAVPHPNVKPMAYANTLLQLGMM
CTSL1 counter – counter-screen for PFM18AAP inhibitors: inhibitors of F. hepatica cathepsin L1; recombinant F. hepatica cathepsin L1, Z-Leu-Arg-MCA fluorescence; inhibition, % at 5.96 µM; 300,000 tested, 0.49% active; AID 1906;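 active = inhibition above the mean of all tested compounds plus 3 SD, set per screening campaign, cut at about 17% in these data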;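 also: 0% = plate median of test compound wells and 100% = 1 µM Z-Phe-Ala-diazomethylketone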
HCV core dimer – blocks dimerization of HCV core protein; TR-FRET GST/Flag-core106 dimerization, 1536-well; inhibition, % at 5 µM; 300,000 tested, 0.33% active; AID 1899;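 active = inhibition above the mean of all tested compounds plus 3 SD, set per screening campaign, cut at about 45% in these data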
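Assay system: tagged HCV core106 pair (GST and Flag); medium: KF-containing HEPES buffer, pH 7.45, DTT, CHAPS, BSA; also added: Eu donor and XL665 acceptor anti-tag antibodies; dosing: 5 µM single dose; timing: compound-protein-antibody incubation 4 h at 22.5 °C; signal: TR-FRET 671 and 617 nm emission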
TPT1 inh – C. albicans TPT1 enzyme inhibition; recombinant caTPT1, FP RNA substrate dephosphorylation; inhibition, % at 5 µM; 300,000 tested, 0.81% active;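 active = inhibition above the mean of all tested compounds plus 3 SD, set per screening campaign, cut at about 24% in these data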;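 also: plate controls were DMSO alone for no effect and ferristatin control at 100 nM for full effect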
EBNA-1 inhibitor – blocks EBNA-1 binding to DNA; inhibition, % at 14.8 µM; 300,000 tested, 0.34% active; EBNA-1 DNA binding, fluorescence polarization; in the data active = inhibition above about 28%
PP1 counter – PP1-alpha (human) inhibition in PP5 counter-screen; P62136; purified PP1alpha, OMFP fluorescence; inhibition, % at 6.7 µM; 320,000 tested, 0.9% active;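 active = inhibition above the mean inhibition of all tested compounds plus 3 SD, computed separately for each screening campaign, cut at about 15% in these data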
Target sequence (P62136 whole entry, looked up): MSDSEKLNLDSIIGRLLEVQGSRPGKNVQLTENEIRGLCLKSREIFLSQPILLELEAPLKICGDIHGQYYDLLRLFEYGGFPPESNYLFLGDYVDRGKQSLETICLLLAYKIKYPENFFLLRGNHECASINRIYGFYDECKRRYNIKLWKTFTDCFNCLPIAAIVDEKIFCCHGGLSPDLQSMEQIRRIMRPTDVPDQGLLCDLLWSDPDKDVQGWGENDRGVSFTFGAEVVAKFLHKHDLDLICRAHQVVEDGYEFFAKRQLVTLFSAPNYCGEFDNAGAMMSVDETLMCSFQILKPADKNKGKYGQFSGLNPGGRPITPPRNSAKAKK
* hit, by the source's call. Hits appear at their usual frequency. About 3.1% of those tested had a hit in this group.

What do the screens show for `CCC[C@H]1COCCS(=O)(=O)N1Cc1ccccc1F`?
GASC-1 inh: 9; ZTA counter: 3; CR mimetic SO: 101; PP5 primary: -0.1; CTSL1 counter: -5; HCV core dimer: -15; TPT1 inh: 2; EBNA-1 inhibitor: 3; PP1 counter: -3

Results for COc1ccc(CCn2c(C)c(C(C)=O)c(C(C)=O)c2C)cc1OC ?
GASC-1 inh: 4; ZTA counter: 4; CR mimetic SO: 96; PP5 primary: 0.1; CTSL1 counter: -1; HCV core dimer: 4; TPT1 inh: -2; EBNA-1 inhibitor: 9; PP1 counter: 7

Results for Cc1ccc(S(=O)(=O)Nc2cc3c4c(c2)C(C)C(=O)N4CCC3)cc1 (centres undefined) ?
GASC-1 inh: inconclusive; ZTA counter: 1; CR mimetic SO: 100; PP5 primary: -1.7; CTSL1 counter: 2; HCV core dimer: 1; TPT1 inh: -4; EBNA-1 inhibitor: -3; PP1 counter: -6

What do the screens show for `CCN(CC)C(=O)C(=O)N/N=C/c1cccs1`?
GASC-1 inh: 6; ZTA counter: 12; CR mimetic SO: 98; PP5 primary: 2.7; CTSL1 counter: 0; HCV core dimer: 0; TPT1 inh: 4; EBNA-1 inhibitor: -5; PP1 counter: -2

What do the screens show for `COCc1cc(=O)[nH]c(/N=C(\N)Nc2ccc(Cl)c(Cl)c2)n1`?
GASC-1 inh: 8; ZTA counter: -1; CR mimetic SO: 104; PP5 primary: 2.5; CTSL1 counter: -2; HCV core dimer: -2; TPT1 inh: 1; EBNA-1 inhibitor: -3; PP1 counter: -1

How did COCCCn1c(=O)c2ccccc2n(CC(=O)N2CCCc3ccccc32)c1=O do in these assays?
GASC-1 inh: 2; ZTA counter: 9; CR mimetic SO: 109; PP5 primary: 0.6; CTSL1 counter: 1; HCV core dimer: 12; TPT1 inh: 0; EBNA-1 inhibitor: 4; PP1 counter: 0

What do the screens show for `COC(=O)CNC(=O)c1ccccc1F`?
GASC-1 inh: 3; ZTA counter: -15; CR mimetic SO: 104; PP5 primary: -1.7; CTSL1 counter: 1; HCV core dimer: -2; TPT1 inh: 2; EBNA-1 inhibitor: -2; PP1 counter: -4

Results for Cc1ccc(C)n1CCN1CCN(C(=O)c2ccc(Cl)cc2)CC1 ?
GASC-1 inh: -3; ZTA counter: 0; CR mimetic SO: 103; PP5 primary: -1.9; CTSL1 counter: 3; HCV core dimer: 0; TPT1 inh: 7; EBNA-1 inhibitor: -6; PP1 counter: -7

How did CCOc1ccc(Cc2c(C)[nH]c3ccc(C(=O)O)cc3c2=S)cc1 do in these assays?
GASC-1 inh: 5; ZTA counter: 20; CR mimetic SO: 101; PP5 primary: -2.0; CTSL1 counter: -1; HCV core dimer: 20; TPT1 inh: -2; EBNA-1 inhibitor: 5; PP1 counter: -1

Results for CCC(=O)c1cn(CC(=O)Nc2cccc(C)c2)c2ccccc12 ?
GASC-1 inh: 3; ZTA counter: -12; CR mimetic SO: 100; PP5 primary: 1.9; CTSL1 counter: 1; HCV core dimer: -5; TPT1 inh: 0; EBNA-1 inhibitor: -5; PP1 counter: 0

Results for C[C@H](NC(=O)[C@H]1N2C(=O)c3ccccc3C2SC1(C)C)C(=O)N1CCCCC1 (some centres undefined) ?
GASC-1 inh: -12; ZTA counter: 6; CR mimetic SO: 119; PP5 primary: -0.8; CTSL1 counter: 1; HCV core dimer: 1; TPT1 inh: -5; EBNA-1 inhibitor: 2; PP1 counter: -1

What do the screens show for `CN1CCN(C(=O)c2ccc(CS(=O)Cc3ccc(Cl)cc3)o2)CC1` (centres undefined)?
GASC-1 inh: 0; ZTA counter: 16; CR mimetic SO: 113; PP5 primary: -1.7; CTSL1 counter: 1; HCV core dimer: 9; TPT1 inh: -1; EBNA-1 inhibitor: 5; PP1 counter: -2

How did CCOC(=O)c1c(NC(=O)CNC2CCCCC2)sc(C)c1C do in these assays?
GASC-1 inh: 5; ZTA counter: -26; CR mimetic SO: 70; PP5 primary: 0.4; CTSL1 counter: 0; HCV core dimer: -1; TPT1 inh: 0; EBNA-1 inhibitor: -2; PP1 counter: 1

What do the screens show for `COc1ccc2[nH]c(=O)c(CN(Cc3cccnc3)Cc3nnnn3CC3CCCO3)cc2c1` (centres undefined)?
GASC-1 inh: -2; ZTA counter: -1; CR mimetic SO: 100; PP5 primary: -0.5; CTSL1 counter: 3; HCV core dimer: 1; TPT1 inh: -2; EBNA-1 inhibitor: 14; PP1 counter: -3

What do the screens show for `CCN(CC)S(=O)(=O)c1ccc2nc(NC(=O)c3ccco3)sc2c1`?
GASC-1 inh: inactive; ZTA counter: 24; CR mimetic SO: 91; PP5 primary: 0.1; CTSL1 counter: 3; HCV core dimer: 10; TPT1 inh: -1; EBNA-1 inhibitor: 12; PP1 counter: -1

Results for CSc1ccc(/C=N/NC(=O)c2ccc(O)cc2)cc1 ?
GASC-1 inh: 11; ZTA counter: 1; CR mimetic SO: 101; PP5 primary: 3.0; CTSL1 counter: 4; HCV core dimer: -2; TPT1 inh: 1; EBNA-1 inhibitor: -11; PP1 counter: 2

What do the screens show for `O=C(CSc1ncnc2c1nnn2Cc1ccccc1)NC1CCCCC1`?
GASC-1 inh: -7; ZTA counter: 5; CR mimetic SO: 102; PP5 primary: -1.4; CTSL1 counter: -1; HCV core dimer: 13; TPT1 inh: 2; EBNA-1 inhibitor: -2; PP1 counter: -3

How did CCOC(=O)c1ccc(N2C(=O)CC(Nc3ccc(CCO)cc3)C2=O)cc1 (centres undefined) do in these assays?
GASC-1 inh: 1; ZTA counter: -1; CR mimetic SO: 91; PP5 primary: -0.2; CTSL1 counter: 1; HCV core dimer: -3; TPT1 inh: -1; EBNA-1 inhibitor: 0; PP1 counter: -4

Results for Cc1ccc(NS(=O)(=O)c2ccc3[nH]c(=O)sc3c2)cc1 ?
GASC-1 inh: -34; ZTA counter: 3; CR mimetic SO: 106; PP5 primary: -0.1; CTSL1 counter: -2; HCV core dimer: -1; TPT1 inh: 4; EBNA-1 inhibitor: -4; PP1 counter: -1

What do the screens show for `O=C(CC1N=C(Cc2ccccc2)NNC1=O)N/N=C/c1ccc([N+](=O)[O-])cc1` (centres undefined)?
GASC-1 inh: 6; ZTA counter: 6; CR mimetic SO: 101; PP5 primary: 2.5; CTSL1 counter: -2; HCV core dimer: 3; TPT1 inh: -2; EBNA-1 inhibitor: 5; PP1 counter: 1

How did O=C(CSc1nnc(-c2ccccc2O)n1Cc1ccccc1)NNC(=O)c1ccccc1O do in these assays?
GASC-1 inh: 5; ZTA counter: -1; CR mimetic SO: 94; PP5 primary: 2.8; CTSL1 counter: -2; HCV core dimer: 3; TPT1 inh: 0; EBNA-1 inhibitor: -7; PP1 counter: -1

What do the screens show for `CCOC(=O)c1c(NC(=O)COc2ccccc2OCC)sc2c1CC(C)(C)NC2(C)C`?
GASC-1 inh: -2; ZTA counter: 2; CR mimetic SO: 97; PP5 primary: 4.1; CTSL1 counter: 5; HCV core dimer: 0; TPT1 inh: 2; EBNA-1 inhibitor: -3; PP1 counter: -1

How did CCSc1nc2sc3c(c2c(=O)n1-c1ccccc1C)CCN(C)C3 do in these assays?
GASC-1 inh: 23; ZTA counter: -6; CR mimetic SO: 100; PP5 primary: 0.8; CTSL1 counter: -5; HCV core dimer: 12; TPT1 inh: 3; EBNA-1 inhibitor: 6; PP1 counter: 8

Results for CN(C)CCOc1ccc(Cl)cc1C(C)(C)C ?
GASC-1 inh: -2; ZTA counter: 6; CR mimetic SO: 103; PP5 primary: -0.6; CTSL1 counter: 0; HCV core dimer: 0; TPT1 inh: -1; EBNA-1 inhibitor: 6; PP1 counter: 2

How did CN(CCC#N)C(=O)COC(=O)c1nn(-c2ccccc2)c(=O)c2ccccc12 do in these assays?
GASC-1 inh: -4; ZTA counter: 3; CR mimetic SO: 105; PP5 primary: -0.3; CTSL1 counter: -21; HCV core dimer: 4; TPT1 inh: 9; EBNA-1 inhibitor: -10; PP1 counter: 0

What do the screens show for `Cc1ccc(OCC(=O)Nc2ccc3c(c2)CCC3)c([N+](=O)[O-])n1`?
GASC-1 inh: 9; ZTA counter: 5; CR mimetic SO: 93; PP5 primary: 1.6; CTSL1 counter: 1; HCV core dimer: -1; TPT1 inh: 0; EBNA-1 inhibitor: 5; PP1 counter: -1

What do the screens show for `O=C(Nc1cccc2ccccc12)/C(Cl)=C/c1ccccc1`?
GASC-1 inh: 11; ZTA counter: -18; CR mimetic SO: 109; PP5 primary: 3.8; CTSL1 counter: 0; HCV core dimer: 3; TPT1 inh: -1; EBNA-1 inhibitor: 1; PP1 counter: 4

How did O=C(c1csc2ccccc12)N1CCN(c2ccc(Cl)c(Cl)c2)CC1 do in these assays?
GASC-1 inh: 8; ZTA counter: -8; CR mimetic SO: 111; PP5 primary: 1.9; CTSL1 counter: 1; HCV core dimer: 5; TPT1 inh: 0; EBNA-1 inhibitor: -4; PP1 counter: 3

Results for O=c1[nH]cnc2sc3c(c12)CCCC3 ?
GASC-1 inh: 0; ZTA counter: -6; CR mimetic SO: 113; PP5 primary: 0.5; CTSL1 counter: -5; HCV core dimer: 3; TPT1 inh: -3; EBNA-1 inhibitor: 4; PP1 counter: -6

How did CCCOc1ccc(C(F)(F)F)cc1NC(=O)CN1C(=O)C(=O)N(CC)C1=O do in these assays?
GASC-1 inh: 0; ZTA counter: -8; CR mimetic SO: 96; PP5 primary: -0.8; PP1 counter: -3

How did CC(NC(=O)Cc1cccs1)C(c1cccs1)N1CCOCC1 (centres undefined) do in these assays?
GASC-1 inh: 0; ZTA counter: 6; CR mimetic SO: 120; PP5 primary: -1.1; CTSL1 counter: 2; HCV core dimer: 7; TPT1 inh: 3; EBNA-1 inhibitor: 5; PP1 counter: -5

How did COc1ccc(-n2nc(C(=O)NCC(=O)NC(C)C)c3ccccc3c2=O)cc1 do in these assays?
GASC-1 inh: 4; ZTA counter: -12; CR mimetic SO: 110; PP5 primary: 0.5; CTSL1 counter: -2; HCV core dimer: -13; TPT1 inh: -3; EBNA-1 inhibitor: 4; PP1 counter: 2

Results for CCCC[C@@H]1CN=C(N)N1CCc1cc(C(F)(F)F)cc(C(F)(F)F)c1 ?
GASC-1 inh: -6; ZTA counter: -9; CR mimetic SO: 101; PP5 primary: 0.8; CTSL1 counter: 2; HCV core dimer: -1; TPT1 inh: 2; EBNA-1 inhibitor: 7; PP1 counter: 1

What do the screens show for `O=S(=O)(NCCc1cn2ccccc2n1)c1ccc2c(c1)OCCO2`?
GASC-1 inh: 26; ZTA counter: 9; CR mimetic SO: 97; PP5 primary: -2.5; CTSL1 counter: -2; HCV core dimer: 9; TPT1 inh: -2; EBNA-1 inhibitor: 1; PP1 counter: -3

Results for CCc1nnc(NC(=O)Cc2ccc(OC)c(OC)c2)s1 ?
GASC-1 inh: 25; ZTA counter: 11; CR mimetic SO: 107; PP5 primary: 1.4; CTSL1 counter: 1; HCV core dimer: -3; TPT1 inh: 0; EBNA-1 inhibitor: 1; PP1 counter: -5

What do the screens show for `CN(C)C1(CNC(=O)C2CCC(=O)N(Cc3ccc(Cl)cc3)C2)CCCCC1` (centres undefined)?
GASC-1 inh: -4; ZTA counter: -16; CR mimetic SO: 89; PP5 primary: -3.4; CTSL1 counter: -7; HCV core dimer: -9; TPT1 inh: -6; EBNA-1 inhibitor: -9; PP1 counter: -7

What do the screens show for `Cc1ccc(-c2nn(-c3ccccc3)cc2/C=C/C(=O)O)o1`?
GASC-1 inh: -14; ZTA counter: -21; CR mimetic SO: 106; PP5 primary: -0.3; CTSL1 counter: 2; HCV core dimer: -2; TPT1 inh: 2; EBNA-1 inhibitor: -11; PP1 counter: 2
